High-throughput results: PubChem, Southern Research Specialized Biocontainment Screening Center
H1N1 NS1A inhibition = NS1A inhibition, H1N1 influenza, cell based functional assay (AID 504329) | one-dose inhibition, % at 12.5 µM; IC50 in µM for titrated hits | NS1A functional cell-based assay, percent inhibition; higher % means a stronger effect | actives 0.3% (n = 340,000); in the data active = a potency from the dose series; inconclusive = inhibition above about 27% without an active follow-up result; note: strong numbers were not always called active
inhibitors of VEEV = inhibitors of VEEV TC-83 cytopathic effect, confirmation, Vero cells (AID 588727). Vero cells, VEEV TC-83 cytopathic effect inhibition; higher % means a stronger effect. inhibition, % at 20 µM, or IC50 in µM where a hit was titrated. actives 0.13% (n = 350,000); in the data active = a potency from the dose series; inconclusive = inhibition mostly from about 14% at the one dose, without a potency; inactive = the rest, 99 in 100 with inhibition below about 12%; note: strong numbers were not always called active
PhoP GFP inhibition = PhoP regulon inhibitors, Salmonella typhi PhoP promoter GFP reporter, confirmatory (AID 1850); Salmonella Typhi PhoP-promoter GFP reporter, fluorescence, 4 h; higher % means a stronger effect; inhibition, % at 50 µM, or IC50 in µM where a hit was titrated; actives 0.33% (n = 310,000); in the data active = a potency from the dose series; inconclusive = inhibition mostly from about 25% at the one dose, without a potency; inactive = the rest, 99 in 100 with inhibition below about 19%;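 note: 0% = induced wells with vehicle and 100% = uninduced wells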
M. tuberculosis HTS = M. tuberculosis growth inhibition, HTS (AID 449762); inhibition, % at 25 µM; hits with a dose series show IC50 in µM; actives 0.59% (n = 330,000); M. tuberculosis H37Rv growth inhibition, 7H9 media; higher % means a stronger effect; in the data active = a potency from the dose series; inconclusive = inhibition above about 70% without an active follow-up result;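 note: bacterial growth assessed after seven days of incubation; strong numbers were not always called active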
M. tuberculosis = growth inhibition of non-replicating M. tuberculosis (AID 488890); Mycobacterium tuberculosis non-replicating, growth inhibition; higher % means a stronger effect; inhibition, % at 25 µM; hits with a dose series show IC50 in µM; actives 0.39% (n = 320,000); in the data active = a potency from the dose series; inconclusive = inhibition mostly from about 82% at the one dose, without a potency; inactive = the rest, 99 in 100 with inhibition below about 76%;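 note: plate controls were DMSO cells for no effect and high antibiotic wells for full effect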
Active calls of the source: *; i = inactive; ? = inconclusive; nt = not tested or not shown.

cpd	structure	M. tuberculosis	PhoP GFP inhibition	inhibitors of VEEV
1	CC(C1CC1)N(Cc1ccccc1)C(=O)NC(=O)c1ccc(F)cc1 (stereo not given)	1.9%	-2.5%	1.3%
2	O=C(Cc1nn[nH]n1)Nc1ccc(F)cc1F	-5.2%	3.2%	i
3	Cc1ccc2cc(/C=N/NC(=O)[C@@H]3CCCN3)c(Cl)nc2c1	6.1%	-5.0%	3.9%
4	O=C(c1ccco1)N1CCN(C(=O)c2cn(-c3ccccc3)nc2-c2ccc(F)cc2)CC1	nt	nt	11.6%
5	CC(=O)Nc1ccc(NC(=O)c2ccc(NC(=O)c3ccccc3)cc2)cc1	2.6%	-7.7%	i
6	CCCCN1C(=O)/C(=C2/Sc3ccc(OC)cc3N2CC)SC1=S	-2.6%	-18.0%	1.0%
7	O=C(CSc1ncn[nH]1)Nc1c(F)cc(F)cc1Br	nt	0.1%	2.0%
8	CCOc1c2ccc(C(=O)NCc3ccco3)cc2nn1CCOC	-1.7%	-3.3%	0.7%
9	COc1ccc(-c2cc(C3CCN(C(=O)OC(C)(C)C)CC3)[nH]n2)cc1	45.3%	-1.8%	2.8%
10	O=C(Cn1nc(C(=O)O)c2ccccc2c1=O)NCCC1=CCCCC1	1.2%	5.3%	0.5%
11	CC(C)NC1CS(=O)(=O)CC1O (stereo not given)	-1.5%	-3.0%	1.1%
12	CCOC(=O)CN1C(=O)N[C@@H](c2cccs2)C(C(C)=O)=C1C	-8.4%	13.2%	1.1%

cpd	H1N1 NS1A inhibition	M. tuberculosis HTS
1	0.4%	9.3%
2	nt	-4.9%
3	-3.2%	11.2%
4	0.1%	nt
5	-12.2%	9.8%
6	-6.8%	0.4%
7	1.2%	-7.2%
8	7.5%	-4.1%
9	0.8%	17µM*
10	2.4%	-16.7%
11	23.6%	-1.4%
12	-6.0%	-7.9%

Values in list order from the entries so far.
Nos. 6–12 in M. tuberculosis HTS: 0.4%, -7.2%, -4.1%, 17µM*, -16.7%, -1.4%, -7.9%
Nos. 6–12 in inhibitors of VEEV: 1.0%, 2.0%, 0.7%, 2.8%, 0.5%, 1.1%, 1.1%
Nos. 6–12 in H1N1 NS1A inhibition: -6.8%, 1.2%, 7.5%, 0.8%, 2.4%, 23.6%, -6.0%

(next part)
cpd	structure	M. tuberculosis	PhoP GFP inhibition	inhibitors of VEEV
13	O=C(CCCCn1c(=O)[nH]c2ccccc2c1=O)NCCc1c[nH]c2ccccc12	nt	nt	8.2%
14	Cc1ccccc1NC(=O)c1cc([N+](=O)[O-])ccc1NCCN1C(=O)CCC1=O	6.5%	-4.7%	2.1%
15	COc1ccc(OC)c(/C(O)=C/C(=O)C(=O)Nc2ccccc2OC)c1	52.0%	-18.4%	2.4%
16	ON=C1CCCC2CCCCC12 (stereo not given)	nt	nt	0.4%
17	O=c1[nH]c(/C=C/c2cccc(Br)c2)nc2ccccc12	3.1%	0.6%	i
18	CCOc1ccccc1NC(=O)COC(=O)COc1c(Cl)cc(Cl)c2ccc(C)nc12	77.2%	-10.9%	i
19	Cc1cnn(Cc2cccnc2)c1N	-7.2%	10.9%	i
20	CC1CCc2c(C(=O)Nc3cccc(-c4nn[nH]n4)c3)csc2C1 (stereo not given)	19.2%	3.8%	0.6%
21	Cc1ccc(NC(=O)CSc2nc(N)cc(=O)[nH]2)cc1Cl	9.7%	9.6%	1.2%
22	O=C(c1ccccc1Br)N1CCCC(c2nc(-c3cccs3)no2)C1 (stereo not given)	28.4%	4.2%	i
23	Cn1c(=O)c2c(nc(N3CCCCCC3)n2CC(O)COc2ccc(Cl)cc2)n(C)c1=O (stereo not given)	7.9%	5.9%	i
24	COc1ccc(-c2cc(-c3n[nH]c(=S)n3-c3ccccc3Cl)[nH]n2)cc1	-18.6%	-6.8%	0.8%

cpd	H1N1 NS1A inhibition	M. tuberculosis HTS
13	23.8%	-5.0%
14	0.6%	4.7%
15	-6.7%	-1.8%
16	1.8%	nt
17	10.2%	9.9%
18	-10.7%	1.3%
19	-2.3%	5.0%
20	3.5%	0.4%
21	5.8%	39.5%
22	-5.0%	6.3%
23	-3.6%	2.1%
24	-16.0%	12.0%

Carrying on:
cpd	structure	M. tuberculosis	PhoP GFP inhibition	inhibitors of VEEV
25	CC(C)(C)c1ccc(C(=O)NNC(=O)Cc2ccccc2)cc1	-0.3%	28.1%	i
26	CCN(CC)S(=O)(=O)c1ccc(NC(=O)CCN2C(=O)C3CC=CCC3C2=O)cc1 (stereo not given)	-4.8%	nt	12.4%
27	CCCCOC(=O)/C(=C/C=C/c1ccccc1)NC(=O)c1ccccc1	10.8%	12.3%	1.9%
28	Cc1cccc(-c2nnc(SCc3cc(=O)[nH]c4ccccc34)n2C)c1	-1.6%	-3.4%	4.7%
29	CCOC(=O)C1=C(C)NC(C)=C(C(=O)OCC)C1c1cccs1	5.6%	6.0%	0.3%
30	COc1cccc(/C(O)=C2/C(=O)C(=O)N(Cc3cccnc3)C2c2ccco2)c1 (stereo not given)	-9.1%	5.1%	2.8%
31	CS(=O)(=O)c1ccc2nc(NC(=O)c3ccccc3Cl)sc2c1	-7.2%	-1.8%	1.0%
32	O=C(CSc1n[nH]c(=O)n1Cc1ccco1)Nc1ccccc1Cl	-12.2%	2.8%	i
33	CCSc1ccccc1C(=O)n1nnc2ccccc21	44.2%	6.7%	1.7%
34	COc1cc(C=O)ccc1OCc1cn(CC(=O)c2ccc(O)cc2)nn1	nt	nt	2.1%
35	CCOC(=O)c1[nH]c(C)c(C(=O)NCCCOC(C)C)c1C	-16.3%	8.5%	2.3%
36	O=C(/C=C/c1ccc([N+](=O)[O-])s1)N1CCCC1	?	-19.6%	i

cpd	H1N1 NS1A inhibition	M. tuberculosis HTS
25	-3.6%	6.9%
26	-4.5%	-3.9%
27	nt	-1.6%
28	-0.2%	-9.8%
29	-5.0%	1.8%
30	2.2%	7.2%
31	19.8%	1.3%
32	-1.6%	1.6%
33	-4.5%	3.5%
34	-20.6%	nt
35	2.1%	-0.2%
36	-12.6%	?

Carrying on:
cpd	structure	M. tuberculosis	PhoP GFP inhibition	inhibitors of VEEV
37	COc1ccccc1C(=O)N/C(=C\c1cn(C)c2ccccc12)C(=O)N1CCOCC1	21.6%	-8.4%	4.9%
38	Cc1oc(-c2cccc(F)c2)nc1CN1CCCCC1CCn1cccn1 (stereo not given)	12.7%	15.4%	0.4%
39	CC(=O)C1(O)CCC2C3CC(C)C4=CC(=O)C=CC4(C)C3(F)C(O)CC21C (stereo not given)	nt	nt	0.6%
40	COc1cccc(C(=O)Nc2cc3c(cc2Br)OCCCO3)c1	7.8%	-20.9%	i
41	CC(=O)c1ccc(NC(=O)[C@@H]2CCCN2C(=O)OC(C)(C)C)cc1	-1.9%	-12.3%	i
42	Cc1ccc(SCC(=O)OCC(=O)N(C)C2CCS(=O)(=O)C2)cc1C (stereo not given)	5.6%	nt	0.4%
43	N=c1sccn1CC(=O)N1N=C(c2ccc(Cl)cc2)CC1c1ccco1 (stereo not given)	64.8%	-21.0%	i
44	CN(CC(=O)NC(=O)Nc1ccccc1F)Cc1ccccc1	nt	nt	6.4%
45	CCOc1ccc(CNc2ccc3c(c2)nc(C)n3C)cc1	12.7%	-4.5%	1.5%
46	O=C(O)CSCCOc1ccc(OCCSCC(=O)O)cc1	-14.4%	-5.9%	1.8%
47	Cc1ccc(N2CC(C(=O)OCC(=O)Nc3ccc(F)cc3F)CC2=O)cc1 (stereo not given)	3.3%	nt	i
48	FC(F)(F)c1ccccc1NC1=NCCC1	-8.0%	25.4%	1.7%

cpd	H1N1 NS1A inhibition	M. tuberculosis HTS
37	3.8%	4.4%
38	4.2%	3.4%
39	-7.4%	nt
40	1.4%	2.1%
41	25.3%	-2.1%
42	-6.3%	-4.2%
43	1.1%	46.0%
44	-5.8%	nt
45	2.4%	-7.3%
46	0.1%	-2.4%
47	2.7%	-5.1%
48	4.0%	-0.3%

(continued)
cpd	structure	M. tuberculosis	PhoP GFP inhibition	inhibitors of VEEV
49	COc1ccc(S(=O)(=O)Nc2ccc3c(c2)C(=O)N([C@H](C)CO)C[C@H](C)[C@@H](CN(C)S(C)(=O)=O)O3)cc1	-6.9%	nt	0.9%
50	O=C(/C=C/c1ccccc1)NC1CC2CCC1C2 (stereo not given)	44.0%	-2.4%	0.6%
51	Cc1c(C(=O)N2CCC3(CC2)OCCO3)oc2ccc(S(=O)(=O)N3CCCCC3)cc12	20.5%	5.0%	0.8%
52	O=C(Nc1nnc(SCc2ccc(F)cc2)s1)c1cnccn1	?	-4.8%	1.0%
53	COc1cccc(C=Nc2cc(C)on2)c1O	5.7%	0.0%	5.4%
54	Cc1cc(C)c(C)c(S(=O)(=O)NCC(=O)O)c1C	-22.6%	12.3%	0.9%
55	O=C1CCCC2=C1C(c1ccncc1)c1c(nc(SCc3ccccc3)[nH]c1=O)N2 (stereo not given)	-5.5%	-3.9%	9.0%
56	O=C1OC(c2ccccc2)=C/C1=C/c1cccs1	52.4%	-0.5%	1.3%
57	Cc1cc2c(cc1C)NC1(C[C@H]3CCC(=O)N4CC[C@@H](C1)[C@@H]34)C(=NC(C)(C)CC(C)(C)C)N2 (stereo not given in full)	nt	nt	0.6%
58	CC(C)=CCSc1nnc(CCNC(=O)OC(C)(C)C)o1	43.5%	-1.5%	2.4%
59	Cc1cc(NC(=O)COc2ccccc2C#N)no1	-4.9%	nt	5.3%
60	O=C(COC(=O)c1ccc(S(=O)(=O)Nc2ccccc2)cc1)NCC1CCCO1 (stereo not given)	0.3%	-1.3%	1.1%

cpd	H1N1 NS1A inhibition	M. tuberculosis HTS
49	-6.3%	-3.5%
50	-5.1%	-10.2%
51	-1.2%	4.3%
52	-23.6%	?
53	-0.5%	4.0%
54	1.7%	-9.8%
55	13.0%	-6.3%
56	5.4%	-3.6%
57	17.4%	nt
58	0.6%	-22.0%
59	-4.0%	-3.5%
60	-7.9%	-0.1%

Next part:
cpd	structure	M. tuberculosis	PhoP GFP inhibition	inhibitors of VEEV
61	Cc1ccc(SCC(=O)N2CCN(c3ccc(F)cc3)CC2)cc1	nt	nt	1.7%
62	O=C(/C=C\c1ccco1)Oc1cccc2cccnc12	?	-8.6%	1.1%
63	CCc1ccccc1NC1c2ccccc2C(=O)N1c1cc(C)ccn1 (stereo not given)	15.5%	2.2%	1.1%
64	Clc1ccc(C2[C@H]3CN(Cc4cccnc4)[C@H](c4ccccc4)C34CC2(c2ccccc2)C4)cn1 (stereo not given in full)	47.0%	-5.7%	5.2%
65	CCOC(=O)c1c(NC(C)=O)sc2c(O)c(Br)ccc12	nt	-11.1%	i
66	CCCCn1c(=O)c(CCC(=O)OCC(=O)Nc2ccc(F)c(Cl)c2)nc2ccccc21	12.7%	0.1%	i
67	CC(C)c1ccc(NC(=S)NNC(=O)C2CC2)cc1	9.1%	-2.4%	0.8%
68	O=C(NCc1ccncc1)C(=O)NCC1OCCCN1S(=O)(=O)c1ccc(F)cc1 (stereo not given)	-9.4%	-7.1%	1.1%
69	CCn1c(=N)c(C(=O)NCCCOC)cc2c(=O)n3cccc(C)c3nc21	2.5%	-2.4%	0.5%
70	Cc1ccc2c(CN3CCCc4ccccc43)cc(=O)oc2c1C	9.9%	12.9%	0.2%
71	Cc1ccsc1/C=N/Nc1nc2ccccc2[nH]1	nt	nt	3.2%

cpd	H1N1 NS1A inhibition	M. tuberculosis HTS
61	4.3%	nt
62	2.5%	?
63	-1.6%	-8.8%
64	-12.2%	41.1%
65	-4.7%	-6.7%
66	-1.4%	2.4%
67	-5.9%	-3.7%
68	-2.7%	-6.5%
69	5.7%	-0.1%
70	9.4%	9.9%
71	-5.7%	nt

One compound at a time (already shown). Order of values: M. tuberculosis | PhoP GFP inhibition | inhibitors of VEEV | H1N1 NS1A inhibition | M. tuberculosis HTS
CCOC(=O)c1c(NC(C)=O)sc2c(O)c(Br)ccc12 reads nt | -11.1% | i | -4.7% | -6.7%
Cc1ccc(SCC(=O)N2CCN(c3ccc(F)cc3)CC2)cc1 reads nt | nt | 1.7% | 4.3% | nt
CCn1c(=N)c(C(=O)NCCCOC)cc2c(=O)n3cccc(C)c3nc21 reads 2.5% | -2.4% | 0.5% | 5.7% | -0.1%
Cc1ccc2c(CN3CCCc4ccccc43)cc(=O)oc2c1C reads 9.9% | 12.9% | 0.2% | 9.4% | 9.9%
